# Integrin act MD: activates integrin-mediated alleviation for muscular dystrophy | AID 624291 | alpha7betagal myoblasts, beta-gal FDG fluorescence, 48 h | Potency, µM (titrated, usually from 38.3 µM), without a hit: at the top dose activation, hits mostly activators | 350,000 compounds, 0.064% hits; active = well fitted activation curve with a large enough effect;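 also: 100% = response of the positive control SU9516; nearly all actives have a fitted effect of over 60% in size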
#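 alpha7betagal+/- myoblasts (passage 13, 250/well) treated 48 h at 37C with compounds at 1:260 dilution of DMSO stock. Lysed, then beta-galactosidase activity read as FDG fluorescence (ex 480/em 540) after 30 min, with pre-read for autofluorescence.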
# Active calls of the source: *; [ ] = dose if it differs, or a comment. Potency is read from the fitted curve at half-maximal effect. A portion of the library. The share of hits here may be higher or lower than overall.
cpd | Integrin act MD | Molecule
1 | -15% | O=C(NCc1cccc(Cl)c1)c1ccc(S(=O)(=O)N2CCCCC2)cc1
2 | 16% | COc1ccc(NC(=O)N(C)C[C@@H]2OCc3cnnn3CCCC(=O)N([C@H](C)CO)C[C@@H]2C)cc1
3 | 11% | O=C(O)c1c[nH]n2c(=S)ncnc12
4 | -4% | CCOC(=O)N1Cc2cc3ccccc3nc2C1
5 | -14% | C[C@H](CO)N1C[C@H](C)[C@@H](CN(C)Cc2ccc(Oc3ccccc3)cc2)OCc2cnnn2CCCC1=O
6 | 8% | C[C@@H]1CN([C@@H](C)CO)C(=O)CCCn2nncc2CO[C@H]1CN(C)S(=O)(=O)c1ccc(-c2ccccc2)cc1
7 | -9% | Nc1ncnn1Cc1ccccc1
8 | 8% | CCCCN1C(=O)C(CC(=O)NCCCN(C)C)CC(C(=O)N(C)C)=C1C (stereo not drawn)
9 | -11% | COc1ccc(N2C[C@H](C)[C@@H](CC(=O)Nc3ccccc3)C2=O)cc1
10 | -30% | CC(C)(C)Cc1c(-c2ccc(F)cc2)nc2ccc(Br)cn12
11 | 10% | CCOC(=O)c1ccc(NC(=O)c2nc[nH]c2C(=O)N[C@H](C)CO)cc1
12 | -4% | CCOc1ccc(CNC(=O)CN2C(=O)CSc3ccc(S(=O)(=O)N4CCOCC4)cc32)cc1
13 | 0% | C#CCN(C[C@H]1[C@H](OC(=O)NC2CC2)[C@H](OC(=O)NC2CC2)C[C@H]2C(=O)N(c3ccccc3)C(=O)[C@@H]12)S(=O)(=O)c1ccc(C)cc1
14 | -15% | CC(C)CC1C(=O)N(Cc2cn(CCC3OCCCO3)nn2)CCS(=O)(=O)N1Cc1ccc(-c2ccc(Cl)nc2)cc1 (stereo not drawn)
15 | -10% | Fc1ccc(-c2nc3ccc(Br)cn3c2Cc2ccccc2)cc1

# (listing goes on)
cpd | Integrin act MD | Molecule
16 | -1% | CC(C)(C)OC(=O)N1CC2(CCCCC2)CC1Cc1ccc(C(F)(F)F)cc1 (stereo not drawn)
17 | -16% | C[C@@H]1CN([C@@H](C)CO)C(=O)CCCn2nncc2CO[C@@H]1CN(C)C(=O)c1ccccc1
18 | 5% | COc1cc2ccc(-c3ccc4ccccc4n3)cc2cc1OC
19 | 4% | C[C@H]1CN([C@@H](C)CO)S(=O)(=O)c2ccc(Br)cc2O[C@@H]1CN(C)C(=O)c1cccnc1
20 | -61%[inhibitor] | CCCCCCN1C[C@H](O)[C@@H](n2cc(-c3ccc(F)cc3)nn2)C[C@@H]1c1ccccc1
21 | -25% | Cc1ccc([C@@H]2C[C@H]3[C@@H](CN2S(=O)(=O)c2ccc(Cl)cc2)C(=O)C[C@@H](c2ccccc2)N3S(=O)(=O)c2ccc(C)cc2)cc1
22 | -53%[inhibitor] | C[C@H](CO)N1C[C@H](C)[C@@H](CN(C)C(=O)C2CCOCC2)Oc2ncc(Br)cc2C1=O
23 | 9% | Cc1cnc(C2OCCO2)c2cccc([N+](=O)[O-])c12
24 | -12% | Cc1nn(CC(C)C)c(Cl)c1C(=O)NCC(C)(C)N1CCOCC1
25 | 22% | COc1ccc(NC(=O)N(C)[C@H]2C[C@H]3c4[nH]c5ccccc5c4CCN3C(=O)[C@H]2CO)cc1
26 | 4% | O=S(=O)(Nc1cccc(S(=O)(=O)N2CCCC2)c1)c1ccc(Br)cc1
27 | -31% | COc1ccc(NC(=O)N(C)[C@H]2C[C@H]3c4[nH]c5ccc(-c6ccc(OC)cc6)cc5c4CCN3C(=O)[C@H]2[C@H](C)O)cc1
28 | -26% | Cc1ccc(S(=O)(=O)N2CCCc3ccccc32)cc1
29 | 23% | C[C@@H]1CN([C@H](C)CO)C(=O)CCCn2nncc2CO[C@@H]1CN(C)S(=O)(=O)c1cccs1
30 | 18% | Cn1c(-c2ccccc2)cc(=O)cc1-c1ccccc1

# 2 records drawn at random from those above, as already listed:
cpd | Integrin act MD | Molecule
5 | -14% | C[C@H](CO)N1C[C@H](C)[C@@H](CN(C)Cc2ccc(Oc3ccccc3)cc2)OCc2cnnn2CCCC1=O
14 | -15% | CC(C)CC1C(=O)N(Cc2cn(CCC3OCCCO3)nn2)CCS(=O)(=O)N1Cc1ccc(-c2ccc(Cl)nc2)cc1 (stereo not drawn)

# Quoted from above, entries 13–30
cpd | Integrin act MD | Molecule
13 | 0% | C#CCN(C[C@H]1[C@H](OC(=O)NC2CC2)[C@H](OC(=O)NC2CC2)C[C@H]2C(=O)N(c3ccccc3)C(=O)[C@@H]12)S(=O)(=O)c1ccc(C)cc1
14 | -15% | CC(C)CC1C(=O)N(Cc2cn(CCC3OCCCO3)nn2)CCS(=O)(=O)N1Cc1ccc(-c2ccc(Cl)nc2)cc1 (stereo not drawn)
15 | -10% | Fc1ccc(-c2nc3ccc(Br)cn3c2Cc2ccccc2)cc1
16 | -1% | CC(C)(C)OC(=O)N1CC2(CCCCC2)CC1Cc1ccc(C(F)(F)F)cc1 (stereo not drawn)
17 | -16% | C[C@@H]1CN([C@@H](C)CO)C(=O)CCCn2nncc2CO[C@@H]1CN(C)C(=O)c1ccccc1
18 | 5% | COc1cc2ccc(-c3ccc4ccccc4n3)cc2cc1OC
19 | 4% | C[C@H]1CN([C@@H](C)CO)S(=O)(=O)c2ccc(Br)cc2O[C@@H]1CN(C)C(=O)c1cccnc1
20 | -61%[inhibitor] | CCCCCCN1C[C@H](O)[C@@H](n2cc(-c3ccc(F)cc3)nn2)C[C@@H]1c1ccccc1
21 | -25% | Cc1ccc([C@@H]2C[C@H]3[C@@H](CN2S(=O)(=O)c2ccc(Cl)cc2)C(=O)C[C@@H](c2ccccc2)N3S(=O)(=O)c2ccc(C)cc2)cc1
22 | -53%[inhibitor] | C[C@H](CO)N1C[C@H](C)[C@@H](CN(C)C(=O)C2CCOCC2)Oc2ncc(Br)cc2C1=O
23 | 9% | Cc1cnc(C2OCCO2)c2cccc([N+](=O)[O-])c12
24 | -12% | Cc1nn(CC(C)C)c(Cl)c1C(=O)NCC(C)(C)N1CCOCC1
25 | 22% | COc1ccc(NC(=O)N(C)[C@H]2C[C@H]3c4[nH]c5ccccc5c4CCN3C(=O)[C@H]2CO)cc1
26 | 4% | O=S(=O)(Nc1cccc(S(=O)(=O)N2CCCC2)c1)c1ccc(Br)cc1
27 | -31% | COc1ccc(NC(=O)N(C)[C@H]2C[C@H]3c4[nH]c5ccc(-c6ccc(OC)cc6)cc5c4CCN3C(=O)[C@H]2[C@H](C)O)cc1
28 | -26% | Cc1ccc(S(=O)(=O)N2CCCc3ccccc32)cc1
29 | 23% | C[C@@H]1CN([C@H](C)CO)C(=O)CCCn2nncc2CO[C@@H]1CN(C)S(=O)(=O)c1cccs1
30 | 18% | Cn1c(-c2ccccc2)cc(=O)cc1-c1ccccc1

# Following part:
cpd | Integrin act MD | Molecule
31 | -14% | COc1ccc(-c2noc(CN(C)C(=O)CCCN3C(=O)[C@H]4CC=CC[C@H]4C3=O)n2)cc1
32 | 1% | C[C@@H]1CN([C@@H](C)CO)C(=O)CCCn2cc(nn2)CO[C@H]1CN(C)C(=O)Oc1ccccc1
33 | 1% | O=C(Nc1ccccc1N1CCOCC1)c1cccc2ccccc12
34 | 2% | O=C(O)c1ccc(N2C(=O)c3ccccc3C2=O)cc1[N+](=O)[O-]
35 | -6% | CC(C)c1ccc(NC(=O)COC(=O)Cn2cnc3c2c(=O)n(C)c(=O)n3C)cc1
36 | 12% | CCN1C(=O)[C@H]2[C@@H](c3ccc(C(F)(F)F)cc3)N[C@]3(CCCN(Cc4ccc(F)cc4)C3=O)[C@H]2C1=O
37 | 1% | Cn1cnc2ncnn2c1=S
38 | -57%[inhibitor] | CCOC(=O)c1cc(-c2sc(NC(=O)c3ccccc3)nc2C)n(Cc2ccccc2)n1
39 | 11% | COc1ccc(/C=C(/NC(=O)c2ccc(Br)cc2)C(=O)Nc2cccc(C(=O)O)c2)cc1
40 | -16% | O=C(N/N=C/c1ccc(Cl)cc1)c1ccc2nc[nH]c2c1
41 | 8% | CN(CC(=O)Nc1cc(Cl)ccc1-n1cncn1)Cc1ccccc1N1CCOCC1
42 | -44% | CSc1ncnc2c1ncn2CCCNC1CCN(Cc2ccccc2)CC1
43 | -5% | C[C@@H]1CCCCO[C@@H](CN(C)S(=O)(=O)c2cn(C)cn2)[C@@H](C)CN([C@H](C)CO)C(=O)c2cc(N(C)C)ccc2O1
44 | -12% | CS(=O)(=O)Nc1ccc2c(c1)[C@H]1C[C@H](CC(=O)NCc3ccccc3)O[C@H](CO)[C@H]1O2
45 | 7% | NS(=O)(=O)c1ccc(NCc2cnc3ccccc3n2)cc1

# New compounds follow
cpd | Integrin act MD | Molecule
46 | -10% | CC(C)N1CC2(CC(c3ccccc3F)=NO2)CN1C(=O)c1ccc(C(C)(C)C)cc1 (stereo not drawn)
47 | 12% | C[C@@H]1CN([C@H](C)CO)C(=O)CCCn2nncc2CO[C@H]1CN(C)S(=O)(=O)c1cccc(F)c1
48 | -19% | Cc1ccccc1OCCOC(=O)c1cc(S(=O)(=O)N2CCOCC2)ccc1C
49 | -3% | O=C(O)c1sc(C(=O)O)c(-c2ccccc2)c1-c1ccccc1
50 | -16% | C[C@H]1CN([C@@H](C)CO)S(=O)(=O)c2ccc(C#CC3CC3)cc2O[C@H]1CN(C)C(=O)c1cccnc1
51 | 13% | COc1ccccc1-c1cc2nc(-c3ccccc3)cc(N3CCN(C(=O)c4ccco4)CC3)n2n1
52 | 4% | CCCCCC(=O)N1C[C@@H](n2cc(C3CC3)nn2)[C@H](O)C[C@@H]1c1ccccc1
53 | -9% | C[C@@H]1CN([C@@H](C)CO)C(=O)CCCn2nncc2CO[C@@H]1CN(C)C(=O)Nc1cccc2ccccc12
54 | -11% | O=C(Nc1cccc(-c2ccc(N3CCOCC3)nn2)c1)c1cccc(Cl)c1
55 | 15% | C[C@H](CO)N1C[C@H](C)[C@@H](CN(C)Cc2ccc3cccnc3c2)OCc2cnnn2CCCC1=O
56 | 1% | O=C(COc1cccc(Br)c1)N/N=C/c1ccc2c(c1)OCCO2
57 | 2% | COc1ccc(NC(=O)N(C)C[C@@H]2OCc3ccccc3-c3c(n(C)c4ccccc34)C(=O)N([C@H](C)CO)C[C@H]2C)c(OC)c1
58 | -10% | O=C(CSc1nnc(N2CCCC2)n1-c1cccc(Cl)c1)N1CCN(c2ccccn2)CC1
59 | -9% | COc1ccc(S(=O)(=O)N(C)C[C@@H]2OCc3cnnn3CCCC(=O)N([C@H](C)CO)C[C@H]2C)cc1
60 | -9% | Cc1ccc(S(=O)(=O)N2C[C@@H](C)[C@]3(C2)[C@H](O)[C@H](OC(=O)Nc2c(C)noc2C)C[C@H]2C(=O)N(c4ccccc4)C(=O)[C@H]23)cc1
61 | 1% | NC(=O)CC1(c2ccccc2)CCCCC1
62 | 17% | C[C@@H]1CN([C@H](C)CO)C(=O)c2cc(-c3ccc(C(=O)N(C)C)cc3)cnc2O[C@@H]1CN(C)C(=O)c1cccnc1
